Assay outcomes: PubChem BioAssay, ICCB-Longwood Screening Facility, Harvard Medical School
Polio RdRp inh: poliovirus RdRp elongation inhibitors, primary screen, biochemical, fluorescence polarization, total intensity. Genome polyprotein (Poliovirus type 1 (strain Mahoney)), P03300. poliovirus polymerase elongation; hits give low values. % elongation, % (compound at 16.7 µg/mL). 150,000 compounds, 0.66% hits. AID 588519, 2011; in the data active means % elongation below about 90%; further: some results filed as inactive read as strong as hits
Target sequence (P03300 1749-2209 limits assumed): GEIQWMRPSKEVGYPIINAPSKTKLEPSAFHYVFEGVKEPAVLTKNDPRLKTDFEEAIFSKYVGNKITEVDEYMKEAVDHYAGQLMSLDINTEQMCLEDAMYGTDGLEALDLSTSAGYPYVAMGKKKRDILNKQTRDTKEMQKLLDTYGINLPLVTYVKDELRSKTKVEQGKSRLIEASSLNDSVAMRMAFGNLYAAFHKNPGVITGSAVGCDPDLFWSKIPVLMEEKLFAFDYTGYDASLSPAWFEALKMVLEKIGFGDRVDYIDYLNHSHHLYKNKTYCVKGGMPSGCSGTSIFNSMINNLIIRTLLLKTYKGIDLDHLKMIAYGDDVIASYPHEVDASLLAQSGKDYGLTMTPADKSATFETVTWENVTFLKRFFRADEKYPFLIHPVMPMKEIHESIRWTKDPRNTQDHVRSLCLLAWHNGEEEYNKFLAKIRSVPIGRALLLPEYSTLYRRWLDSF
Polio RdRp inh FP z-score: further read-out of Polio RdRp inh, marked with its call; z-score; measured here: FP z-score; hits read low
Numbers without * were called inactive; & = joins results of further samples. This is a subset, so the mix of outcomes need not match the whole.

SMILES | Polio RdRp inh | Polio RdRp inh FP z-score
O=C(/C=C/c1cc(Cl)c2c(c1)OCCCO2)Oc1ccc(-c2nnco2)cc1 | 95 | -0.8
CCN1C=C/C(=C\c2cc[n+](CC)c3ccccc23)c2ccccc21 | 96 | -1
COc1ccccc1CNC(=O)c1cn(C)c2ccc(S(=O)(=O)N3CCCCC3)cc2c1=O | 102 | 0.8
COc1ccc2oc(-c3ccccc3)cc(=O)c2c1 | 104 | 0
CCCc1c(C(=O)Nc2cc(F)ccc2F)cnn1C | 103 | -0.1
COc1ccc(NC(=O)CC2CC3CCC2C3)cn1 (stereo not given) | 98 | -0.9
Cc1ccc(NC(=O)CSc2nccn2-c2ccccc2)cc1 | 100&99 | -0.4&-0.9
CCOC(=O)c1cccc(NC(=O)CCc2c(C)nn(-c3ccc(N4CCCCC4)nn3)c2C)c1 | 98 | -1.6
O=C(NCc1ccncc1)c1cn(-c2ccccc2)nc1-c1cccs1 | 98 | -1.2
COC(=O)CSc1nc2ccccc2[nH]1 | 105 | 0.1
O=C(Nc1ccc(Br)cc1)c1ccc2nsnc2c1 | 101 | 0
FC(F)(F)c1cccnc1N1CCNC1=S | 99 | -1
CSc1cccc(NC(=O)c2noc3c2CSc2ccccc2-3)c1 | 107 | 1.7
O=C(NC1CCCCC1)C(c1ccco1)N(Cc1ccccc1)C(=O)Cn1nnc2ccccc21 (stereo not given) | 103 | 0.4
O=C(Cn1c(=O)n(CCC(=O)NC2CCCC2)c(=O)c2ccccc21)NCc1ccco1 | 99 | -0.7
O=C(C1=NNCC1c1ccccc1)c1ccccc1 (stereo not given) | 96 | -1.3
Cc1ccc(-c2nc3nc(C)cc(N4CCN(c5cccc(C)c5)C(C)C4)n3n2)cc1 (stereo not given) | 109 | -0.8
Cc1ccc2[nH]c(=O)c(CN(CC3COCCO3)C(=O)Nc3ccccc3F)cc2c1 (stereo not given) | 102 | 0
CCOC(=O)C1CN(S(=O)(=O)c2ccccc2)CCN1S(=O)(=O)c1ccccc1 (stereo not given) | 101 | -0.2
COc1ccc(OC)c(NS(=O)(=O)c2ccc(NC(=O)c3ccco3)cc2)c1 | 101 | 0.1
Cc1cccc(CCNS(=O)(=O)c2cc3c(cc2C)NC(=O)CO3)c1 | 100 | -1.2
c1ccc(-c2noc3c2CNCC3)cc1 | 102 | 0
CC1CC(=O)C2=C(C1)Nc1ccccc1NC2c1ccccc1 (stereo not given) | 101 | -0.2
Nc1nc(NC(=O)c2ccco2)nn1-c1ccccc1 | 99 | -0.4
C=CCn1c(SCC(=O)N2CCOCC2)nnc1-c1cc(Br)ccc1O | 99 | -0.4
Cn1nc(C(=O)NCc2ccc(F)cc2)c2c1-c1ccccc1OC2 | 100 | -1.1
O=C(Cc1noc2ccccc12)NC1CCCCCC1 | 113 | 1.4
CCn1c(C)nnc1SCC(=O)NC1CCCCCC1 | 105 | 1.2
CCOC(=O)c1oc2ccccc2c1CSc1nc2cc(S(=O)(=O)N(C)C)ccc2o1 | 100 | -0.5
Cc1ccc(CNS(=O)(=O)c2c(C(=O)N3CCC(C)CC3)c(C)n(C)c2C)cc1 | 112 | 1.3
CCOc1ccccc1Nc1cc(-c2ccccc2)nc(C)n1 | 112 | 1.2
CN(C)CCOC(=O)c1ccccc1O | 104 | 0.5
c1ccc(CCn2nnnc2CN2CCCc3ccccc32)cc1 | 103 | 0.6
Cc1nn(-c2ccccc2)nc1CNC(=O)COc1ccccc1 | 101 | -0.2
O=C(COC(=O)CN1C(=O)CCOc2ccccc21)Nc1ccc(F)cc1 | 104 | 0.1
CS(=O)(=O)CCC(C(=O)Nc1cccc(C(F)(F)F)c1)N1Cc2ccccc2C1=O (stereo not given) | 106 | -0.4
COc1ccc(CCC(=O)NCc2nc3cccnc3n2Cc2ccc(C)cc2)cc1 | 108 | 0.2
N#Cc1ccccc1CCl | 101 | -0.1
O=C1CC(c2c[nH]c3ccccc23)C(=O)N1c1ccccc1 (stereo not given) | 104 | 0.4
COc1ccccc1C(=O)Nn1cnc2ccccc2c1=O | 101 | -0.1
COc1ccc(Nc2oc(-c3ccc(COc4ccccc4)o3)nc2C#N)cc1 | 113 | 1.5
CSc1ncc2c(=O)n(C(C)C)ccc2n1 | 102 | 0.5
c1ccc(-c2nnc(-c3cccnc3)o2)cc1 | 100 | -0.5
CCCC(CCC)C(=O)Nc1c2c(nc3c1CCC3)CCCC2 | 103 | 0.2
O=C(Cc1ccccc1)OCn1nnc2ccccc2c1=O | 102 | 0.9
O=C(Nc1cc2c(cc1C(=O)c1ccccc1Br)OCCO2)c1ccccc1 | 104 | 0.1
Cc1ccc(C)c(N2CCN(c3ccc4cc(S(=O)(=O)N5CCC(C)CC5)ccc4n3)CC2)c1 | 111 | 0.8
Cc1ccc2oc(C(=O)Nc3c(C(=O)Nc4ccccc4)oc4ccccc34)cc(=O)c2c1 | 104 | -0.6
Cc1ccc(Oc2ccccc2NC(=O)CN2CSCC2=O)cc1 | 107 | 0.8
O=C(COC(=O)c1ccc2c(=O)n3c(nc2c1)CCCCC3)c1ccc(S(=O)(=O)N2CCCCC2)cc1 | 103 | 0.2
COc1ccc2oc(-c3cccc(NC(=O)c4cc([N+](=O)[O-])ccc4N4CCOCC4)c3)nc2c1 | 108 | 1
CC(C)CCn1c(/C=C/c2ccccc2)nc2ccccc21 | 104 | -0.1
Cc1cc(NC(=O)Cn2c(COc3ccc4ccccc4c3)nc3ccccc32)no1 | 103 | 0
CSc1nc(COc2ccc(C(C)(C)C)cc2)nc(-n2cccc2)c1C#N | 110 | 1.6
O=c1[nH]c2cc(Br)ccc2n2cccc12 | 111 | 1.5
O=C(CSc1nccn1-c1cccc(Cl)c1)Nc1cccc2ccccc12 | 109 | 0.4
CC1(C)CC(CC(=O)O)(c2ccc(F)cc2)CCO1 (stereo not given) | 104 | 0.4
O=C(O)CSc1ccc2c3c(cccc13)CC2 | 99 | -0.6
Cc1ccc(C)c(N2CCN(C(=O)C(C)n3nc(C)c4sc5ccccc5c4c3=O)CC2)c1 (stereo not given) | 109 | 0
CC(C)c1cccc(OCCn2c(-c3ccc(Cl)cc3)nc3ccccc3c2=O)c1 | 97 | -2.3
Next section.
SMILES | Polio RdRp inh | Polio RdRp inh FP z-score
COc1ccc(CNC(=O)C(C)On2nnc3ccccc32)cc1 (stereo not given) | 105 | 0.3
CCN(CC)C(=O)c1cnn(-c2ccc(F)cc2)c1-n1cccc1 | 111 | 0.9
COc1ccccc1-[n+]1c(C)cc(C)cc1C | 105 | 0.8
O=C(O)CCC(=O)N1CCC(c2ccccc2)=N1 | 96 | -0.7
Nc1cc(Cl)ccc1N1CCCCC1 | 100 | -0.3
O=C1CC(c2ccccc2)Cc2[nH]c(=O)c(-c3nc(-c4cccc(Cl)c4)cs3)cc21 (stereo not given) | 110 | 1.2
CC1=CC(c2ccc(Cl)cc2)n2nc(NC(=O)CCCC(=O)O)nc2N1 (stereo not given) | 99 | -0.4
O=C(Nc1ccc(Cl)cn1)C1(F)C(F)(F)C(F)(F)C(F)(F)C(F)(F)C1(F)F | 100 | -0.8
S=C(NCC1CCCCC1)Nc1cccnc1 | 102 | 1
Cc1ccc(CN2CCN(/N=C/C=C/c3ccco3)CC2)cc1 | 105 | 0.4
CCCCn1c(Br)nc2c1c(=O)[nH]c(=O)n2C | 101 | -0.3
Cc1ccc(NC(=O)COc2ccc(Cl)cc2)cc1N(C)C | 102 | 0.5
COc1ccccc1NS(=O)(=O)c1ccc(C(=O)N2CCN(c3ccccn3)CC2)cc1 | 103 | 0.1
CCCCN(CC)S(=O)(=O)c1ccc(C(=O)N=c2sc(C(=O)OCC)c(C)n2C)cc1 | 105 | 0.7
CCOc1ccc(-n2c(SCC(=O)N3CCCCC3)nc3c([nH]c4ccccc43)c2=O)cc1 | 112 | 1.2

Grouped by structure: the compounds so far with a thiophene ring, fused or not.
SMILES | Polio RdRp inh | Polio RdRp inh FP z-score
O=C(NCc1ccncc1)c1cn(-c2ccccc2)nc1-c1cccs1 | 98 | -1.2
Cc1ccc(C)c(N2CCN(C(=O)C(C)n3nc(C)c4sc5ccccc5c4c3=O)CC2)c1 (stereo not given) | 109 | 0

New compounds follow.
SMILES | Polio RdRp inh | Polio RdRp inh FP z-score
CCCNS(=O)(=O)c1ccc(OCC(=O)NCc2ccco2)cc1 | 100 | -0.4
CCOc1ccccc1N1CC(c2nc3ccccc3n2CCOc2ccccc2)CC1=O (stereo not given) | 109 | 0.4
CCOc1ccc(C2(CC(=O)Nc3ccccc3)C(=O)c3ccccc3C2=O)cc1OC | 99 | -0.5
CCOC(=O)/C=C1\SC(C)C(=O)N1CC(=O)c1ccc(Br)cc1 (stereo not given) | 100 | 0
CCOC(=O)c1sc(NC(=O)c2nc(SC)ncc2Cl)c(C(=O)OCC)c1C | 123 | 0.6
CC1CCCCN1CC(=O)c1cc(Cl)ccc1Cl (stereo not given) | 105 | 0.3
CN(C)CCNC(=O)C(=O)NCC(c1cccnc1)N1CCN(c2ccccc2)CC1 (stereo not given) | 108 | -0.1
CCOc1ccc(NC(=O)c2cc(S(=O)(=O)N3CCCCCC3)cn2C)cc1 | 112 | 1.5
O=C(c1c(F)c(F)c(F)c(F)c1F)N(CCO)Cc1ccccc1 | 102 | 0.4
COc1ccc(CCNC(=O)C2CC(=O)N(CCc3ccccc3)C2)cc1OC (stereo not given) | 114 | 0.8
COc1ccc(-n2c(=O)c3c4c(sc3n(CC(=O)Nc3cc(C)[nH]n3)c2=O)CCCC4)c(OC)c1 | 101 | 0
O=c1oc2ccccc2n1CC1CCCN1S(=O)(=O)c1ccc(-n2cnnn2)cc1 (stereo not given) | 103 | 0.6
CN1CCC(=NN=C(c2ccccc2)c2ccccc2)CC1 | 106 | 0.4
O=C(NCCC(c1ccccc1)c1ccccc1)c1cccnc1Cl | 101 | -0.2
COc1cc(CCC(=O)OCC(=O)N2CC(=O)Nc3ccccc32)cc(OC)c1OC | 100 | -0.6
COC(=O)c1ccc(NC(=O)CNC(=O)C2CCCCC2)cc1 | 102 | 0.2
Cc1ccccc1OCCn1cc(/C(N)=N/O)c2ccccc21 | 104 | 0.5
O=C(NCc1ccc2c(c1)CCO2)c1ccc2nsnc2c1 | 104 | 0.1
O=C(Nc1ncccc1O)c1c(O)c2cccc3c2n(c1=O)CC3 | 111 | 0.8
Cc1ccc(C(C(=O)NCC2CCCO2)N(Cc2ccc3c(c2)OCO3)C(=O)c2ccc(-c3ccccc3)[nH]2)o1 (stereo not given) | 104 | 1.1
N#Cc1c(NC(=O)CN2CCCCC2)sc2c1CCC2 | 100 | -0.4
Cc1cc[n+](CC2OCc3ccccc3CO2)cc1 | 103 | 0.3
Cc1ccc(NS(=O)(=O)c2ccc(N3C(=O)c4ccccc4C3=O)cc2)cc1C | 107 | 0.5
O=C(CSc1ccncc1)N1CCN(S(=O)(=O)c2ccc3c(c2)CCC3)CC1 | 103 | 0
CC1=C(C(=O)Nc2cccc(C(=O)N3CCN(c4ccc(F)cc4)CC3)c2)SCCO1 | 103 | 0.6
COc1ccc(OC)c(NC(=O)c2ccc3c(c2)c(C)c(C)n3Cc2ccc(F)cc2)c1 | 103 | -0.7
COC(=O)c1ccc(CSc2nnc(CNC(=O)c3ccco3)o2)o1 | 100 | -0.3
Cn1c(NCCO)nc2c1c(=O)n(Cc1ccccc1Cl)c(=O)n2C | 109 | 0.6
CN(C(=O)c1cnn2c(C(F)F)cc(-c3ccccc3)nc12)C1CCCCC1 | 104 | 0.9
COc1ccc(NC(=O)c2cc3ccccc3o2)c(OC)c1 | 105 | 0.1

Complete entries, looked up by structure. Order of values: Polio RdRp inh	Polio RdRp inh FP z-score
Record of O=C(CSc1ccncc1)N1CCN(S(=O)(=O)c2ccc3c(c2)CCC3)CC1 → 103	0
Record of N#Cc1c(NC(=O)CN2CCCCC2)sc2c1CCC2 → 100	-0.4
Record of O=C(Nc1ncccc1O)c1c(O)c2cccc3c2n(c1=O)CC3 → 111	0.8
Record of CN(C(=O)c1cnn2c(C(F)F)cc(-c3ccccc3)nc12)C1CCCCC1 → 104	0.9
Record of COC(=O)c1ccc(CSc2nnc(CNC(=O)c3ccco3)o2)o1 → 100	-0.3

Next results.
SMILES | Polio RdRp inh | Polio RdRp inh FP z-score
FC(F)(F)c1ccnc(Oc2ccc(C3=NCCS3)cc2)c1 | 102 | -0.4
Cc1ccsc1C(N)=S | 103 | 0
O=C(Cn1ccc(C(F)(F)F)n1)NC1CCCc2ccccc21 (stereo not given) | 104 | 0.1
N#CCN1CCN(Cc2ccccc2)CC1 | 109 | 0.7
COc1ccc(-c2cc(C(F)(F)F)nc(SCC(=O)N3CCc4ccccc43)n2)cc1OC | 102 | 0.1
O=C1NC2(C(=O)O)CCC(=O)N2c2ccccc21 (stereo not given) | 104 | 0.3
COc1ccccc1OCC(=O)NCCCN1CCOCC1 | 102 | 0.2
O=c1[nH]cnc2sc3c(c12)CCSC3 | 98 | -0.9
CNc1c(NS(=O)(=O)c2ccc(OC)cc2)c(=O)oc2ccccc12 | 102 | 0.2
S=c1nc(NC2CC2)c2ccccc2[nH]1 | 101&104 | -0.1&0.1
O=C(Nc1cccc2cnccc12)c1cc(Cl)cc(Cl)c1 | 101 | -0.2
COC(=O)c1c(NC(=O)CCCOc2ccc(C(C)(C)C)cc2)sc2c1C(C(=O)OC)CC2 (stereo not given) | 62* | -7.4*
Cc1cc(NC(=O)Cn2c(NCc3ccccc3)nc3ccccc32)no1 | 102 | -0.1
CCOC(=O)C1CCCN(C(=O)C23CC4CC(CC(C4)C2)C3)C1 (stereo not given) | 103 | 0.4

Taken from above.
Polio RdRp inh, `COc1ccccc1OCC(=O)NCCCN1CCOCC1` : 102
Polio RdRp inh, `CNc1c(NS(=O)(=O)c2ccc(OC)cc2)c(=O)oc2ccccc12` : 102
Polio RdRp inh FP z-score, `O=C(Nc1cccc2cnccc12)c1cc(Cl)cc(Cl)c1` : -0.2
